Compound activity deposited in PubChem by several laboratories.
AddAB inh: growth inhibition of E. coli expressing H. pylori AddAB, primary screen, AddAB inhibitor project, absorbance; inhibition, % at 11.9 µM; actives 0.29% (n = 330,000); in the data active means inhibition above about 12%;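 further: 0% = vehicle wells of infected cells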
SR-BI HDL uptake: inhibitors of SR-BI mediated HDL lipid uptake, primary screen, ldlA[mSR-BI] cells, fluorescence, single point | Scavenger receptor class B member 1 (Mus musculus), Q61009 | ldlA[mSR-BI] CHO cells, DiI-HDL uptake fluorescence, 3 h | inhibition, % at 12.5 µM | actives 0.96% (n = 320,000) | AID 488896, 2010;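 active means mean replicate inhibition of at least 70% and a set share of replicates each scoring 70 or more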;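 further: 0% = median of neutral control wells and 100% = median of positive control wells; values of inactives mirror those of a sister screen read the other way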
Target sequence (Q61009 whole entry, looked up): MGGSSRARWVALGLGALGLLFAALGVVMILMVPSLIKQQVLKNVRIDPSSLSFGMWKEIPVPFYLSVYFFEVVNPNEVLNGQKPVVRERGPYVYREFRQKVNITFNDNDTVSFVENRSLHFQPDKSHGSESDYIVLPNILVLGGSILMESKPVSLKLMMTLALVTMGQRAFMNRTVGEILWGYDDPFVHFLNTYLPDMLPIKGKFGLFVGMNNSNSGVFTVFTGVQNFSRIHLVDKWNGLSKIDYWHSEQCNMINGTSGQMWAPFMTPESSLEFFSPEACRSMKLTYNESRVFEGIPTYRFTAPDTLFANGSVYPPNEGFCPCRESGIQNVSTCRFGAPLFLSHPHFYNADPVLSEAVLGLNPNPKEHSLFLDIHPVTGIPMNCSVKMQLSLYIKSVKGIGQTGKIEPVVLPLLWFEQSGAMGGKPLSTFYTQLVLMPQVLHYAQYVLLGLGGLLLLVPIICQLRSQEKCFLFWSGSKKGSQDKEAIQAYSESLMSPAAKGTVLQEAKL
SR-BI DiI-HDL act: activators of SR-BI mediated DiI-HDL uptake, primary screen, ldlA[mSR-BI] CHO cells, DiI fluorescence. activation, % at 12.5 µM. actives 0.096% (n = 320,000). 3 h; 100 = double the neutral-control signal;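 active means mean replicate activation of at least 60% and every replicate at or above 60%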;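 further: 0% = median plate neutral-control signal and 100% = twice that signal; values of inactives mirror those of a sister screen read the other way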
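Test system: SR-BI-overexpressing, LDLR-lacking CHO cells. Measured by: DiI fluorescence, bottom read. Medium: Ham's F12 with 0.5% BSA, HEPES 25 mM, pH 7.4. Timing: 3 h uptake period with compound, 37 °C.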
MITF act: activators of MITF-driven TRPM1 promoter reporter, primary screen, cell-based, SK-MEL-5, luciferase, single point; SK-MEL-5 TRPM1-promoter luciferase, 24 h; % of positive control, neutral wells = 0; activation, % at 12.5 µM; actives 0.75% (n = 300,000); AID 588334, 2011;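 active means mean activation of at least 80% with every replicate also reaching 80%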;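 further: 0% = neutral control wells and 100% = parthenolide positive control wells; values of inactives mirror those of a sister screen read the other way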
CAL PDZ FP-1: CAL PDZ peptide-binding inhibitors, primary screen, biochemical, fluorescence polarization, Cer-tagged CAL PDZ, HTS | purified CAL PDZ, TMR-peptide fluorescence polarization, 1 h | inhibition, % at 20 µM | actives 0.02% (n = 330,000) | AID 504414, 2011;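 active means highest replicate inhibition of at least 40%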;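 further: plate controls were DMSO neutral control wells for no effect and unlabeled competitor peptide control wells for full effect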
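Material: tagged CAL PDZ protein CerCALP, purified; buffer or medium: sodium phosphate/NaCl buffer pH 7.4 with TCEP, IgG, Thesit; also added: fluorescent TMR peptide probe; schedule: 1 h incubation at room temperature before polarization reading; technique: fluorescence polarization from S- and P-plane intensities, G-factor corrected; control set: unlabelled peptide and DMSO controls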
Wnt act: Wnt/beta-catenin pathway activators, primary screen, cell-based, plate reader, single point; actives 1.2% (n = 300,000); activation, % at 9.35 µM; AID 743398, 2014; Wnt/beta-catenin reporter cell assay, activator; in the data active means activation above about 30%, passing the limit was not always enough;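 further: 0% = neutral control wells and 100% = positive control wells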
E coli growth: E. coli V3065 growth inhibition, primary screen, counter-screen for AddAB inhibitor project, absorbance, OD600 | 18 h | inhibition, % at 11.9 µM | actives 0.27% (n = 330,000) | AID 449728, 2010;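 active means inhibition above the campaign's mean inhibition across all tested compounds plus 3 SD, cut at about 9.9% in these data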;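 further: uninfected addAB+ strain grown without phage in ampicillin broth; 0% = DMSO wells and 100% = ciprofloxacin 0.95 µg/ml wells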
CAL PDZ FP-2: untagged CAL PDZ binding inhibitors, primary screen, biochemical, fluorescence polarization, HTS; inhibition, % at 24.9 µM; AID 602252, 2012; Golgi-associated PDZ and coiled-coil motif-containing protein (Homo sapiens), Q9HD26; actives 0.92% (n = 300,000); purified CAL PDZ, TMR-peptide fluorescence polarization, 1 h;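 active means mean inhibition of at least 30% with at least half of replicates also reaching 30%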;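 further: 0% = DMSO neutral control and 100% = excess unlabeled competitor peptide PRC23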
Tat transport: E. coli Tat export inhibitors, primary screen, MC4100, TorA-mCherry reporter, fluorescence, single point. inhibition, % at 10 µM. actives 0.036% (n = 340,000). AID 488895, 2010;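 active means mean replicate inhibition at least 50% and at least half of replicates individually reaching 50%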;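 further: exported cargo escapes ClpAP degradation while cytoplasmic cargo is degraded and loses fluorescence; 0% = median of neutral control wells and 100% = median of NaSCN control wells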
phage Ecoli inh: growth loss of phage-infected E. coli, primary screen, RecBCD inhibitor project, absorbance, with phage, HTS; inhibition, % at 11.9 µM; actives 0.26% (n = 360,000); in the data active means inhibition above about 11%
* marks the source's active call; other numbers are inactive results; . = no result given.

SMILES	AddAB inh	SR-BI HDL uptake	SR-BI DiI-HDL act	MITF act	CAL PDZ FP-1	Wnt act	E coli growth	CAL PDZ FP-2	Tat transport	phage Ecoli inh
CCOc1cc2[nH]c(=O)n(CCCCCC(=O)NC3CCCC3)c(=O)c2cc1OCC	3.0	11.8	-11.8	-5.7	-1.3	1.6	-1.9	3.9	-11.0	-0.5
CC(NCc1ccc2c(c1)OCO2)c1ccccc1 (stereo not drawn)	0.8	-8.2	8.2	.	-0.7	4.1	-2.5	1.7	-4.3	0.8
CC(=N/O)/C(=N\O)c1ccc(C)o1	0.5	-14.5	14.5	.	-3.8	-1.8	-0.4	-2.1	-2.1	0.6
COc1ccc(NC(C)=O)c2nc(C)c(C)nc12	1.9	0.5	-0.5	.	-0.9	3.0	0.7	-3.8	9.9	2.5
COc1ccc(NC(=O)c2cc3c(Cl)nc4ccccc4c3s2)c(OC)c1	2.3	15.8	-15.9	-8.5	0.0	0.4	0.9	-4.6	-1.9	3.2
O=c1c([N+](=O)[O-])c(N2CCOCC2)c2ccccc2n1Cc1ccccc1	-0.4	-7.0	7.0	-3.0	-3.1	-0.7	-3.4	-3.2	0.6	1.1
CCOC(=O)c1cnc2c(-c3ccccc3)cnn2c1C	1.3	1.9	-1.9	73.0	-3.8	56.3*	-1.4	-1.0	-1.4	4.1
CCC(C)n1cnc2c(c1=O)c1nc3ccccc3nc1n2Cc1ccccc1OC (stereo not drawn)	3.3	41.8	-41.8	-3.4	0.0	.	1.5	-1.7	0.0	2.9
COc1cc(/C(C)=N\NC(N)=S)cc(OC)c1OC	1.0	9.1	-9.1	-5.4	-0.6	0.0	3.3	-4.4	-2.1	3.9
O=C(NCC1CCCO1)C12CN(Cc3ccccc3)CC1C(c1cccc([N+](=O)[O-])c1)=NO2 (stereo not drawn)	-0.3	-4.4	4.4	-2.1	-0.1	-1.6	-2.6	3.6	-0.2	5.7
CCOc1ncccc1C(=O)Nc1cc(S(=O)(=O)N2CCOCC2)ccc1OCC(F)(F)F	2.6	-4.6	4.6	-14.0	-2.2	-2.7	0.0	.	-2.3	2.9
O=C(Cc1ccccc1)NC(NNc1ccccc1)(C(F)(F)F)C(F)(F)F	0.7	13.7	-13.7	-13.0	-1.3	0.2	-2.4	1.6	-4.8	4.3

Whole records as entered above. Order of screens: AddAB inh	SR-BI HDL uptake	SR-BI DiI-HDL act	MITF act	CAL PDZ FP-1	Wnt act	E coli growth	CAL PDZ FP-2	Tat transport	phage Ecoli inh
COc1ccc(NC(=O)c2cc3c(Cl)nc4ccccc4c3s2)c(OC)c1 is listed as 2.3	15.8	-15.9	-8.5	0.0	0.4	0.9	-4.6	-1.9	3.2
O=C(NCC1CCCO1)C12CN(Cc3ccccc3)CC1C(c1cccc([N+](=O)[O-])c1)=NO2 (stereo not drawn) is listed as -0.3	-4.4	4.4	-2.1	-0.1	-1.6	-2.6	3.6	-0.2	5.7
CCOC(=O)c1cnc2c(-c3ccccc3)cnn2c1C is listed as 1.3	1.9	-1.9	73.0	-3.8	56.3*	-1.4	-1.0	-1.4	4.1

The list goes on:
SMILES	AddAB inh	SR-BI HDL uptake	SR-BI DiI-HDL act	MITF act	CAL PDZ FP-1	Wnt act	E coli growth	CAL PDZ FP-2	Tat transport	phage Ecoli inh
CCOc1ccc(C2=C(C=Nc3c(C)n(C)n(-c4ccccc4)c3=O)C(c3ccc(F)cc3)c3ccccc3O2)cc1 (stereo not drawn)	1.4	34.1	-34.1	.	0.3	.	-0.6	.	-8.5	.
O=[N+]([O-])c1cccc(C2NCC(c3ccccc3Cl)c3c2[nH]c2ccccc32)c1 (stereo not drawn)	0.3	18.3	-18.3	-12.9	-0.5	-0.8	2.1	3.4	5.2	3.5
O=C(CSc1nc2ccccc2n1CCc1ccccc1)N1CCOCC1	4.0	20.5	-20.5	-12.8	-2.6	-0.6	-1.4	1.8	-5.1	3.3
CN(Cc1ccccc1)C(=O)COC(=O)CN1C(=O)c2ccccc2C1=O	0.5	-2.2	2.2	-5.4	-0.6	-2.7	2.4	10.3	3.9	1.2
CCOC(=O)c1ccc(NC(=O)CCc2c(C)nc3ncnn3c2C)cc1	3.7	8.8	-8.8	.	-1.4	2.9	0.5	2.6	2.0	-2.0
Cc1ccc(CN(C(=O)COc2ccc(Br)cc2)C2CCS(=O)(=O)C2)o1 (stereo not drawn)	-0.8	-0.7	0.7	1.0	-2.5	-1.2	-0.1	-0.5	1.9	0.5
COc1cc(/C=N/NC(=O)C(=O)NCc2ccco2)ccc1O	-0.7	-9.4	9.4	4.5	-1.0	1.5	-2.8	-2.0	3.8	-0.4
Fc1ccccc1CSc1nnc(-c2cnccn2)n1Cc1ccco1	1.0	-23.2	23.2	14.2	-1.0	-1.9	-0.4	-0.6	-12.0	0.7
Cc1nn(CC(O)Cn2cnc3c2c(=O)n(C)c(=O)n3C)c(C)c1Br (stereo not drawn)	-0.7	14.8	-14.8	.	-0.4	.	0.5	.	-3.4	0.7
CC(C)(C)OC(=O)C1=C(CO)CS[C@@H]2[C@H](NC(=O)Cc3ccccc3)C(=O)N12	0.4	-13.6	13.6	-0.4	0.3	-1.7	1.4	-0.6	-6.7	2.2
COc1ccc(C(=O)N2CCC(O)(c3ccc(Cl)cc3)CC2)cc1OC	1.7	.	.	.	-1.8	1.2	0.9	-4.2	4.9	2.5
O=C1CC(=C(c2ccccc2)c2ccccc2)C(=O)N1CCCCN1CCN(c2cccc(Cl)c2)CC1	1.1	-10.7	10.7	-6.4	-1.4	.	-1.0	-2.3	16.1	2.5
CCCCN(C(=O)C1=COCCO1)c1c(N)n(Cc2ccccc2)c(=O)[nH]c1=O	1.2	7.0	-7.0	-4.5	-1.9	0.4	-0.4	-2.3	1.9	5.8
COc1cc(OC)cc(C(=O)NCc2nc(-c3ccccc3)no2)c1	1.6	0.6	-0.6	-10.7	-7.4	-2.3	-1.3	0.0	3.5	0.2
CCOC(=O)c1c(C)[nH]c(C)c1C(=O)COC(=O)C1CCCN1S(=O)(=O)c1ccccc1F (stereo not drawn)	1.6	1.0	-1.0	-5.5	-0.3	-1.5	-1.0	-3.8	2.5	2.5
O=C(Nc1ccc(Br)cn1)c1cccc2c1-c1ccccc1C2=O	1.1	18.0	-18.0	-4.1	-0.5	-3.2	0.8	-6.0	-3.7	3.3
Cc1ccc(C(=O)N2CCCCC2)cc1S(=O)(=O)N1CCCC1	2.3	-1.9	1.9	8.9	-3.0	9.0	0.8	-2.6	1.7	0.6
Cc1ccc(CNC(=O)C2CCCN2C(=O)NCc2ccccc2)cc1 (stereo not drawn)	0.3	-10.1	10.1	6.5	1.6	-1.6	0.9	-7.2	-2.0	0.5
O=C(Nc1ccccc1C(=O)NCCCn1ccnc1)c1ccccc1	2.5	-10.8	10.8	4.7	-0.6	-2.5	1.0	-3.4	8.1	.
O=C(N1CCc2[nH]c3ccccc3c2C1)C(F)(F)F	-3.4	-9.5	9.5	-8.9	-0.8	1.1	-5.9	1.9	-2.3	-1.2
Cc1ccc2c(C)c(C(=O)NCc3ccc(S(N)(=O)=O)cc3)oc2c1	3.0	26.3	-26.3	-0.2	0.6	-1.0	-0.3	-1.4	-12.3	0.8
COc1cc2cc(C(N)=O)c(N)nc2cc1OC	0.5	4.8	-4.8	1.6	-0.5	-3.2	4.2	-3.2	11.7	1.1
NC(=O)COC(=O)c1ccccc1SCC(=O)NC1CCCCCC1	-0.1	-17.5	17.5	-7.3	0.2	-1.2	0.7	1.1	-0.9	2.7
CCCCn1c(N)c(N(C)C(=O)C2CC(=O)N(Cc3ccco3)C2)c(=O)[nH]c1=O (stereo not drawn)	-0.2	19.2	-19.2	-2.0	0.4	-0.3	-1.6	0.2	0.2	3.5
CNc1nc(-c2c[nH]c3ccccc23)cs1	3.9	18.8	-18.8	0.7	-0.6	-0.9	-0.9	-1.4	6.9	1.6
CCC1(c2ccc(OC)cc2)NC(=O)N(CC(=O)NC2CCCCC2C)C1=O (stereo not drawn)	1.1	-11.6	11.6	-5.2	-0.7	1.0	-0.7	-1.8	-7.6	1.4
Cc1cc(C)c2c(N)c3ccccc3nc2n1	-0.8	-3.9	3.9	.	-2.2	-0.5	-0.8	0.3	-7.3	0.0
COc1ccc(NC(=O)c2ccco2)cc1NC(=O)c1ccccc1F	2.0	48.0	-48.0	5.9	-0.4	-2.2	0.1	-1.2	0.1	2.4
CCOC(=O)N1CCC(NC(=O)C2CCCN2C(=O)OCc2ccccc2)CC1 (stereo not drawn)	2.0	.	.	-10.1	-3.1	0.3	-2.2	3.9	3.3	-0.4
COCCCNC(=S)N1CCN(S(=O)(=O)c2ccc(OC)cc2)CC1	1.1	-25.8	25.8	-16.9	0.5	-0.6	-0.1	-2.0	-1.7	3.4
COc1ccc(C(=O)OCC(=O)Nc2nnc(-c3ccccc3)o2)cc1	-1.5	-13.2	13.2	13.4	0.2	-2.1	-7.3	-0.2	-8.5	-6.8
COc1ccc(CCn2nnnc2C(C(C)C)N2CCN(c3ncccn3)CC2)cc1OC (stereo not drawn)	2.4	-11.4	11.4	-2.5	0.0	-3.9	-5.1	6.2	0.8	2.2
O=C(CN1CCN(S(=O)(=O)c2ccc(Cl)cc2)CC1)Nc1ccc2c(c1)OCCO2	1.5	12.0	-12.0	1.2	-0.4	.	-1.0	-4.1	-23.0	2.2
O=C(COc1cccc2ccccc12)N1CCN(c2ccccn2)CC1	-0.2	9.4	-9.4	4.5	-1.0	-2.5	-2.2	-1.5	2.2	2.0
COc1cc(OC)cc(C(=O)N2CCC(N3CCCCCC3)CC2)c1	3.5	-15.6	15.6	-3.3	-1.3	-0.4	3.4	.	3.2	1.9
O=c1cc(CO)oc(CN2CCN(c3ccccc3F)CC2)c1O	0.6	-7.2	7.2	-7.0	0.4	-1.0	-0.1	15.4	2.7	3.4
COc1ccc(C)cc1Nc1nnc(C)c(=O)[nH]1	3.7	-5.1	5.1	-6.5	-0.6	-8.9	0.6	1.0	-2.2	3.2
Cc1cc(-c2ccccc2)nc(N/N=C/c2ccc(O)cc2)n1	.	78.7*	-78.7	56.5	0.6	12.4	.	.	-1.4	4.3
CCN(CC(=O)Nc1ccc2c(c1)OCCO2)CC(=O)Nc1cc(C)on1	0.8	.	.	7.2	-3.9	-1.0	-2.3	3.9	15.5	3.1
CN1C[C@@H]2[C@@H]3C(=O)N(Cc4ccccc4)C(=O)[C@@H]3[C@](Cc3ccccc3)(C1=O)N2C(=O)c1ccc(C(C)(C)C)cc1	.	-10.7	10.7	-44.7	-1.9	-16.0	.	-0.9	11.5	0.4
O=C(NCc1ccc(Cl)cc1)C1CCN(c2cnccn2)CC1	0.6	3.2	-3.2	1.0	0.0	-2.4	0.2	.	2.5	2.2
